# Rab9 promoter act: activates the Rab9 promoter. Huh7 Rab9 promoter-luciferase reporter, luminescence, 24 h. Potency, µM (top dose mostly 9.22 µM), without a hit: at the highest dose activation, negative = inhibition, usual class: activators. 320,000 compounds, 2.8% hits; note: potency is the fitted concentration of half-maximal effect; % of control where 0% means no effect; nearly all actives have a fitted effect of over 60% in size
#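 Stable Rab9-luc Huh7, 1500 cells/well, 2 h settle; cmpd in DMSO, 24 h, 37 °C/5% CO2; luciferase reagent 10 min RT; luminescence.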
# RORgamma inh: blocks mouse ROR gamma transcriptional activity. P51450. Drosophila S2 Gal4-RORgamma UAS-luciferase reporter, 20 h. Potency, µM (titrated, usually from 53.6 µM), inactives show top-dose activity change, negative = inhibition, most hits filed as inhibitors. 310,000 compounds, 5.4% hits; note: potency is the fitted concentration of half-maximal effect; % is set by controls: 0 for no effect and ±100 for the full control effect; nearly all actives have a fitted effect of over 60% in size
#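 A Gal4/UAS one-hybrid system in insect cells: metallothionein-promoter Gal4–ROR gamma fusion plus Photinus luciferase reporter. Copper sulfate 700 uM final, 20 hr ambient incubation, luminescent detection after 10 min with reagent.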
# BRCA1 expr act: BRCA1 expression activation; MCF7-BRCA1-FFLuc reporter, luminescence, 48 h; response scale: scaled: vehicle 0%, 10 µM genistein 100%; Potency, µM (series often up to 46.1 µM), inactives show top-dose activation, hits mostly activators; 380,000 compounds, 1.1% hits; AID 624202; note: potency is the fitted concentration of half-maximal effect; nearly all actives have a fitted effect of over 80% in size; some results filed as inactive show a strong effect at the top dose
#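 MCF7-BRCA1-FFLuc cells, 2000/well in phenol-red-free MEM, attached 2 h then treated 48 h at 37 C. Luciferase luminescence read 15 min after reagent; normalized to genistein maximum activation (10microM) and DMSO, concentration-response fitted.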
# FLuc modulator: firefly luciferase modulation, counter-screen for miR-21 project; AID 588342; purified FLuc, Km substrates, luminescence inhibition; Potency, µM (titrated, usually from 57.5 µM), for inactives: at the highest dose activity change, negative = inhibition, actives largely listed as inhibitors; 360,000 compounds, 6.9% hits;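 note: potency is the fitted concentration of half-maximal effect; plate controls were vehicle for no effect and reference inhibitor for full effect; nearly all actives have a fitted effect of over 55% in size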
# Target sequence (P08659 whole entry, looked up): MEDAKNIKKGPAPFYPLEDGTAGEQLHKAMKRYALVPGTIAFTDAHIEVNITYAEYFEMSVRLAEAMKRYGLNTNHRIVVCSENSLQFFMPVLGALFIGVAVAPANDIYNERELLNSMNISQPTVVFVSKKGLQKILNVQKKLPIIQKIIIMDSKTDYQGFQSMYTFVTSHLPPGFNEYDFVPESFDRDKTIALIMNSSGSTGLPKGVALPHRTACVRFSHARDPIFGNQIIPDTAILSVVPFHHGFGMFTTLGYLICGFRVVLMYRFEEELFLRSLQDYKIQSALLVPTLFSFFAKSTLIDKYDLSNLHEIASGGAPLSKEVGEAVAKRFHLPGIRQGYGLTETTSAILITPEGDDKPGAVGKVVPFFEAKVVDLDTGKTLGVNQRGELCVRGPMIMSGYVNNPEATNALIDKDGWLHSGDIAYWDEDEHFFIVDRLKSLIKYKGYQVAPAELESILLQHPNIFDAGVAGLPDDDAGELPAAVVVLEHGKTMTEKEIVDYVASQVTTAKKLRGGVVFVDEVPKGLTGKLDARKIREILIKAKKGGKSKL
#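 Purified P. pyralis luciferase (10nM final) with 10uM D-luciferin and 10uM ATP (Km levels) in 50mM Tris acetate pH 7.5, 10mM Mg acetate, 0.01% Tween-20, 0.05% BSA; qHTS 6-point titration, ~60 µM downward; luminescence read.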
# NPC1 promoter act: NPC1 promoter activation; Potency, µM (series often up to 9.22 µM), without a hit: top-dose activation, usual class: activators; Huh7 NPC1 promoter luciferase reporter, 24 h; 320,000 compounds, 2.4% hits;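 note: potency is the fitted concentration of half-maximal effect; % of control where 0% means no effect; nearly all actives have a fitted effect of over 60% in size; reporter is driven by a mutant NPC1 promoter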
#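 NPC1 promoter–luciferase Huh7 cells; 24 h compound; luminescence.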
# ELG1 genotoxic: inducers of genotoxicity in HEK293T ELG1-luciferase cells; HEK293T ELG1-luciferase reporter, luminescence, 16 h; Potency, µM (titrated, usually from 46 µM), for the others: top-dose activity change, positive = activation, hits mostly activators; 330,000 compounds, 1.3% hits; note: potency is the fitted concentration of half-maximal effect; % of control where 0% means no effect; nearly all actives have a fitted effect of over 60% in size
#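 Cells (2,000/well) expressing the ELG1-luciferase fusion are dosed by pin tool and kept 16 hr at 37 °C, 5% CO2. Signal comes from ONE-Glo luciferase reagent after 30 min at room temperature.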
# Menin MLL FP TR: menin-MLL binding inhibition, Texas Red mutant peptide. 270,000 compounds, 0.23% hits. Menin + Texas Red MLL mutant peptide, fluorescence polarization. O00255. Potency, µM (titrated, usually from 61.6 µM), inactives show at the top dose FP activity change, negative = inhibition, hits mostly inhibitors; active = well fitted inhibition curve with a large enough effect in the polarisation, with a control signal flat, not every such curve was filed as active; inconclusive = small, poorly fitted or top-dose-only effect, or effect the other way, or a change in a side signal; inactive = no such curve, though single readings can be large or run the other way; the % refers to the polarisation; note: potency is the fitted concentration of half-maximal effect; % of control where 0% means no effect; many of its hits are not listed in these tables
# PKM2 activator: activators of human pyruvate kinase M2; P14618; purified PKM2, Kinase-Glo ATP luminescence, activation; response scale: 0% is enzyme alone, no compound; Potency, µM (top dose mostly 57.5 µM), inactives show at the top dose activation, actives largely listed as activators; 260,000 compounds, 0.34% hits; AID 1631; note: potency is the fitted concentration of half-maximal effect; % is set by controls: 0 for no effect and ±100 for the full control effect; nearly all actives have a fitted effect of over 55% in size
# Target sequence (P14618 whole entry, looked up): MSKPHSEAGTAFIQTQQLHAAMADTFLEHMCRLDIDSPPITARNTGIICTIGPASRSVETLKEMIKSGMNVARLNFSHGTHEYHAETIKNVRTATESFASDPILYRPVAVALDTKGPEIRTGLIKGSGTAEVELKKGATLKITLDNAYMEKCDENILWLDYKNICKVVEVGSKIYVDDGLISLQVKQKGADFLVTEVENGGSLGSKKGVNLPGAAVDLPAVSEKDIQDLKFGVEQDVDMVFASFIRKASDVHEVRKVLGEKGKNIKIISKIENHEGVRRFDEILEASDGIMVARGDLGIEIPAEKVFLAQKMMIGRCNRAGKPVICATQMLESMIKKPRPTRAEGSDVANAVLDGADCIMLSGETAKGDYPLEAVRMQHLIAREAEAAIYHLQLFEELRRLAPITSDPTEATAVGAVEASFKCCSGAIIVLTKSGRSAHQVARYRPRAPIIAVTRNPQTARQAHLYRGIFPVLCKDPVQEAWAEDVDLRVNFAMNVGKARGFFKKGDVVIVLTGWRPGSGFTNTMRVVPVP
#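 ATP formation by purified human PK-M2, quantified via coupled luciferase luminescence after 1 h at room temperature with 0.1 mM ADP and 0.5 mM PEP final.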
# p53 reactivator: restores transcriptional activity of mutant p53; H1299 p53-A138V BP100-luciferase reporter, luminescence, 24 h; Potency, µM (top dose mostly 92.2 µM), for inactives: top-dose activity change, positive = activation, actives largely listed as activators; 320,000 compounds, 0.063% hits; AID 504706; note: potency is the fitted concentration of half-maximal effect; % of control where 0% means no effect; nearly all actives have a fitted effect of over 45% in size
#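 p53-null H1299 cells stably carrying temperature-sensitive p53-A138V and a BP100-luciferase reporter were pinned with compounds (4-point, 1:5 series) and held 24 hrs at 37 deg C. Luminescence was read 10 min after detection reagent.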
# Gal4-VP16 FLuc: Gal4-VP16 reporter inhibition counter-screen; 310,000 compounds, 3.5% hits; AID 2546; Potency, µM (titrated, usually from 53.6 µM), inactives show at the top dose activity, negative = inhibition, hits mostly inhibitors; Drosophila S2 Gal4-VP16 UAS-luciferase, luminescence, 20 h;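 note: Gal4-VP16 expression switched on by copper sulfate through the metallothionein promoter; potency is the fitted concentration of half-maximal effect; % is set by controls: 0 for no effect and ±100 for the full control effect; nearly all actives have a fitted effect of over 50% in size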
# Giardia killer: kills Giardia lamblia | Giardia lamblia trophozoite viability | activity change, % at 7.66 µM, hits read low | 340,000 compounds, 0.15% hits | AID 540267; in the data active = activity change below about -80%; inconclusive = between about -30% and that limit;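 note: parasites exposed to compound for two days anaerobically before the ATP read; % is set by controls: 0 for no effect and ±100 for the full control effect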
#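 Anaerobic 48 hrs incubation at 37 deg C of 100 trophozoites/well with test compounds; ATPLite 1-Step luminescence, 15-30 min RT, reports cellular ATP as viability.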
# Starred values were filed as active, the others as inactive; ? = inconclusive; nt = no result given; [ ] = another dose, or the depositor's remark. Unless noted, calls come from the whole dose curve; as a rule, active = well fitted curve in the direction sought with a large enough effect; inconclusive = small, poorly fitted or top-dose-only effect, or another doubt; inactive = no such curve, though single readings can be large; an effect the other way counts as inactive or inconclusive.
SMILES,Rab9 promoter act,RORgamma inh,BRCA1 expr act,FLuc modulator,NPC1 promoter act,ELG1 genotoxic,Menin MLL FP TR,PKM2 activator,p53 reactivator,Gal4-VP16 FLuc,Giardia killer
COc1ccc(CCC(=O)Nc2nc(C)c(C(=O)N(C)C)s2)cc1,-4%,-18%,16%,7%,0%,2%,-11%,0%,-1%,3%,20
C/C(CC(=O)Nc1ccc(N(C)C)cc1)=N\NC(=O)c1cnccn1,0%,10%,4%,-10%,-5%,-3%,9%,8%,21%,?,-13
Cc1cc(NC(=O)CSc2nccn2-c2ccc([N+](=O)[O-])cc2)no1,-1%,0%,-1%,-2%,-3%,-3%,-8%,-22%,10%,-6%,-8
COc1ccc(NCc2nnc(SCC(=O)NCc3ccco3)n2-c2ccccc2OC)cc1,-5%,63%,-13%,5%,-7%,-2%,-2%,4%,-5%,-1%,-18
O=C(O)c1ccccc1CSc1nnnn1-c1ccccc1,1%,21%,-9%,2%,0%,-7%,15%,nt,-1%,1%,7
O=C(CN1C(=O)NC2(CCCC2)C1=O)Nc1ccc(Cl)cc1C(F)(F)F,-1%,-17%,-18%,2%,1%,9%,-4%,-4%,-4%,8%,36[activator]
CCCCn1c(SCC(=O)NCc2ccco2)nc2cc(S(N)(=O)=O)ccc21,-4%,22%,-10%,-1%,1%,3%,nt,14%,-5%,-3%,-26
O=Cc1ccc(OCCN2CCCC2=O)cc1,8%,-28%,5%,-1%,-4%,-2%,-18%,-2%[11.5 µM],?,-14%,11
COc1ccc(CC(=O)NCC2(N3CCCCC3)CCCCC2)cc1,0%,0%,17%,1%,2%,20%,-16%,-5%,-1%,7%,-1
O=C(NCC1CCCO1)C1CCN(C2CCN(CCCC3CCCC3)CC2)CC1 (stereo not drawn),-7%,4%,-25%,1%,0%,0%,-1%,-1%,-2%,-2%,-10
O=C(COc1ccc(Cl)cc1)NCCSCc1cccc(Cl)c1,-11%,-2%,37%,3%,1%,2%,3%,2%,-3%,-5%,-12
Cc1nc(NC(=O)/C=C/c2ccccc2)sc1C(=O)Nc1cccc(Cl)c1,-3%,-17%,-10%,3%,-6%,8%,10%,-6%,-5%,?,-3
Cc1cc(OCC(=O)Nc2ccc(N3CCCC3)cc2)cc(C)c1Cl,2%,0%,-12%,2%,-2%,-3%,-10%,-3%,-1%,12%,-19
CC(=O)c1ccc(NC(=O)NC2CCCc3ccccc32)cc1 (stereo not drawn),7%,6%,24%,-12%,0%,5%,20%,0%,-12%,2%,16
Cc1ncc([N+](=O)[O-])n1CC(=O)Nc1ccc(Br)cc1,1%,0%,-9%,0%,1%,-5%,41%[activator],nt,1%,0%,-5
COc1cccc(/C=C2\SC(=O)N(CCC(=O)N3CCCCC3CCO)C2=O)c1 (stereo not drawn),0%,-23%,2%,-16%,-5%,-3%,nt,nt,-6%,3%,6
Cc1cc2nc3c(nc2cc1C)C1(C(=O)N(C)C)CCC3(C)C1(C)C (stereo not drawn),-8%,7%,-3%,5%,5%,3%,0%,3%,-6%,2%,-7
O=C(COc1ccccc1Br)Nc1ccc(S(=O)(=O)N2CCCC2)cc1,-10%,nt,5%,1%,-4%,1%,nt,nt,-9%,nt,2
CC1(C)CC(=O)C=C(Nc2ccc3c(c2)OCCO3)C1,10%,14%,7%,?,10%,11%,-7%,-3%,27%,2%,2
Cc1ccc2c(-c3ccc([N+](=O)[O-])cc3)cc(=O)[nH]c2c1,-2%,30%,0%,0%,1%,6%,nt,-2%,0%,2%,-22
Cc1cccc(Nc2nnc(SCC(=O)NCc3cccs3)s2)c1,11%,44%,-13%,11µM*,7%,6%,25%,-9%,0%,-4%,-9
Cc1cccc(N=C2NN=C(c3ccc4c(c3)OCCO4)CS2)c1,2.8µM*,7.9µM*,76%,1.2µM*,2.8µM*,?,-21%,-1%,?,?,-11
CCNc1nc(NCC)n2c(SCC(=O)N3CC4(C)CC3CC(C)(C)C4)nnc2n1 (stereo not drawn),-4%,6%,-15%,0%,0%,1%,-15%,-4%,0%,-3%,-7
CC(C)(C)c1ccc(OCCOCCn2cnc3ccccc3c2=O)cc1,18%,-79%,33%,?,-4%,-6%,?,-1%,2%,?,-22
Cc1onc(-c2ccccc2)c1C(=O)N/N=C/c1cc2c(cc1Br)OCO2,-1%,?,-60%,1%,0%,-4%,-13%,-15%,-1%,-10%,-26
COc1cc(NC(=O)CN2C(=O)NC(C)(CCC(C)C)C2=O)cc(OC)c1 (stereo not drawn),-2%,5%,1%,6%,16%,1%,10%,0%,-6%,-6%,-17
CCCCc1ccc(NC(=S)N2CCCC(CO)C2)cc1 (stereo not drawn),2.8µM*,16µM*,73%,2.7µM*,1.6µM*,?,10%,-17%,?,?,-7
O=C(O)c1ccccc1C(=O)Nc1ccc(Oc2cccc3ccccc23)cc1,-2%,3%,-74%,24µM*,-3%,-10%,?,-2%,-11%,-8%,0
CC(Oc1ccccc1)C(=O)N1CCN(c2ccc(N3CCCCC3)nn2)CC1 (stereo not drawn),2%,nt,7%,-17%,0%,15%,nt,nt,3%,nt,-8
O=C(Nc1ccc(Nc2ccccc2)cc1)c1ccc(Br)cc1,-2%,?,8%,1%,-4%,0%,?,-3%,2%,?,12
CNC(=O)Nc1ccccc1C(=O)Nc1ccccc1,-4%,6%,-28%,?,-4%,1%,nt,-10%,0%,2%,-17
Cn1nnnc1SCC(=O)Nc1nc(-c2ccc(F)c(F)c2)cs1,21%,29%,23%,-19%,16%,-10%,nt,-1%,-4%,-1%,-4
O=c1c2ccccc2[nH]c(=S)n1CCC1=CCCCC1,22%,1.6µM*,10%,-3%,14%,6%,-3%,6%,12%,1.4µM*,-8
Cn1c(-c2ccccc2)cc2onc(-c3ccccc3)c2c1=O,40µM*,nt,-1%,0.17µM*,0.079µM*,?,nt,nt,11%,nt,?
CC(C)C[C@@H]1NC(=O)[C@H](C(C)C)NC(=O)c2cc([N+](=O)[O-])cc(I)c2OCC[C@@H](C(N)=O)NC1=O,-1%,11%,0%,-1%,-2%,0%,?,2%,5%,5%,5
COc1cc(C2/C(=C(\O)c3ccc4c(c3)OCCO4)C(=O)C(=O)N2CCN2CCOCC2)cc(OC)c1OC (stereo not drawn),1%,-23%,-7%,2%,-1%,1%,2%,0%,8%,-4%,-3
Cc1ccc(-c2csc3ncn(-n4c(C)ccc4C)c(=O)c23)o1,-7%,2%,0%,-19%,5%,-2%,13%,-6%,-70%[inhibitor],-2%,-21
O=C1CC(N2CCN(Cc3ccccc3)CC2)C(=O)N1c1ccccc1 (stereo not drawn),-9%,-18%,-1%,-1%,0%,1%,10%,5%,0%,13%,9
COc1ccc(Cl)cc1N1Cc2ccccc2C1,-4%,2%,-32%,3%,2%,-4%,nt,1%,-2%,0%,-1
COc1cccc(-c2cc(C(=O)Nc3cc(C)n(Cc4ccc(Cl)cc4)n3)no2)c1,-34%[inhibitor],33%,-74%,3%,-16%,-8%,-6%,-6%,0%,2%,1
CN(NC(=O)c1ccc(Cl)cc1Cl)C1=NS(=O)(=O)c2ccccc21,-1%,11%,-9%,-2%,-3%,-1%,0%,0%,1%,-1%,-7
C/C(CC(=O)Nc1ccc(N(C)C)cc1)=N\NC(=O)C(=O)NCc1ccccc1,14%,25%,21%,-20%,2%,4%,-1%,5%,1%,-7%,20
COc1ccccc1-c1nc(C#N)c(N2CC(C)CC(C)C2)o1 (stereo not drawn),-1%,-29%,-23%,2%,-4%,0%,-3%,3%,15%,-14%,3
Cc1cccn2c(=O)c3cc(C(=O)NCc4ccc(F)cc4)c(=N)n(CC4CCCO4)c3nc12 (stereo not drawn),3%,-17%,-15%,2%,20%,0%,nt,nt,-3%,-13%,51[activator]
Cc1[nH]c(C)c(S(=O)(=O)Nc2ccc(OC(F)(F)F)cc2)c1C(=O)N1CCCCC1,-4%,3%,-17%,1%,-5%,-5%,nt,nt,2%,-1%,-20
COc1cccc2cc(C(C)OC(=O)Nc3ccc(C)cc3)oc12 (stereo not drawn),-1%,15%,16%,-16%,1%,0%,22%,-7%,21%,1%,-2
CCn1c(SC)nnc1-c1nnc(SC)n1CC,-2%,?,-3%,-1%,0%,-4%,-21%,-4%,1%,0%,15
Cc1sc2c(=O)n3c(nc2c1C(=O)NCCCN1CCOCC1)CCCCC3,7%,-18%,0%,2%,1%,2%,-2%[11.7 µM],5%,-3%,9%,4

# Source: PubChem (National Center for Advancing Translational Sciences (NCATS))

# This is a subset, so the mix of outcomes need not match the whole.
